From PubChem BioAssay
AmpC det inh: AmpC beta-lactamase inhibition, detergent assay. purified AmpC, nitrocefin hydrolysis with detergent. Potency, µM (series often up to 28.7 µM), inactives show at the top dose activity change, negative = inhibition. actives 0.09% (n = 71,000). AID 584; active = well fitted curve in the direction sought with a large enough effect
Target sequence (P00811 whole entry, looked up): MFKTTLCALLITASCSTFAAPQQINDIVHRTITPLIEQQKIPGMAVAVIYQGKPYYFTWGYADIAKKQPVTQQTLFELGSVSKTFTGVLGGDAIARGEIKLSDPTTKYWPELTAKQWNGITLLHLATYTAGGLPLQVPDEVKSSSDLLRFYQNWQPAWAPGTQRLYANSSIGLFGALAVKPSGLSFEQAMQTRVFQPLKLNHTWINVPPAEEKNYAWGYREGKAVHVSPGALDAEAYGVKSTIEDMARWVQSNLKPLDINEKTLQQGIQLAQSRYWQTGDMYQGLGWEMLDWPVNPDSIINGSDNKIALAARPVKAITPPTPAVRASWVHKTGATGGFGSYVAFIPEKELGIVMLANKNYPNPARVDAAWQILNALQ
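E. coli AmpC (5.3 nM) in 20 mM phosphate pH 7.0 with 0.01% Triton X-100, preincubated 15 min RT with compound; nitrocefin (2 uL of 800 uM stock) hydrolysis followed by 480 nm absorbance every 20 s over 4 min.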
Numbers without * were called inactive; & = joins results of further samples; [ ] = remark or other dose. % is scaled to controls: 0 for no effect and ±100 for the full control effect; potency is read from the fitted curve at half-maximal effect. Some of the compounds tested (hit frequency here may not be typical).

structure	AmpC det inh
CC(=O)O[C@H]1CSC[C@H]1NC(=O)c1ccccc1	1%
O=C(O)CCSc1ncnc2nc[nH]c12	-4%[5.75 µM]
CC(C)(C)c1cc(O)ccc1O	-5%[5.75 µM]
CC(=O)c1cccc(NC(=O)N2CCCC2C(=O)Nc2cccc(C)c2)c1 (stereo not given)	1%
C=CCOc1ccc(CC2C(=O)N(C)C(=O)N(C)C2=O)cc1	-6%
Cc1cc(SCC(=O)OCC(=O)N2CCN(C(=O)c3ccco3)CC2)c(C)cc1Br	-3%
Cc1c(NC(=O)C(C)Sc2nnc(-c3ccccc3)o2)c(=O)n(-c2ccccc2)n1C (stereo not given)	-3%
COc1ccc(NC(=O)CSc2nc(C)cc(C(F)(F)F)n2)cc1	-1%
CCOc1cccc(-c2nc3cc(C)ccc3o2)c1	-8%
CC(=O)n1c2ccccc2c2c(C#N)c(N3CCCCC3)sc21	0%

Laid out differently: results already given.
> Cc1cc(SCC(=O)OCC(=O)N2CCN(C(=O)c3ccco3)CC2)c(C)cc1Br
  AmpC det inh = -3%

> Cc1c(NC(=O)C(C)Sc2nnc(-c3ccccc3)o2)c(=O)n(-c2ccccc2)n1C (stereo not given)
  AmpC det inh = -3%

Next section
structure	AmpC det inh
C=CC(=O)OCCOCCOCCOCCOC(=O)C=C	11%&10%
CC(C)c1nnc(NC(=O)CN(C)S(=O)(=O)c2ccc3c(c2)OCCO3)s1	7%
COc1ccc(N2CCN(CCNC(=O)C3CCN(S(=O)(=O)c4cccs4)CC3)CC2)cc1	9%
O=C(CNC(=O)c1ccco1)OCc1c(F)cccc1Cl	-4%
CCOC(=O)c1cc2cc(-c3c(C(=O)OCC)oc4cc(O)cc(O)c4c3=O)ccc2o1	-6%
CC1(C)CCCC2=C1CC1C(=O)N(c3ccccc3)C(=O)C1C2 (stereo not given)	10%
O=C(O)CC1(C(=O)O)CCCCC1	-2%[5.75 µM]
Cc1ccc2nc(NC(=O)c3cccs3)sc2c1	-5%
CCC(C)NC(=O)c1cnn2c(C)c3c(nc12)CCCC3 (stereo not given)	-3%
CCOC(=O)c1cc(-c2cc3ccccc3o2)n[nH]1	2%

Looked up above:
For AmpC det inh, CCOC(=O)c1cc2cc(-c3c(C(=O)OCC)oc4cc(O)cc(O)c4c3=O)ccc2o1 is entered as -6%
For AmpC det inh, COc1ccc(N2CCN(CCNC(=O)C3CCN(S(=O)(=O)c4cccs4)CC3)CC2)cc1 is entered as 9%
For AmpC det inh, C=CCOc1ccc(CC2C(=O)N(C)C(=O)N(C)C2=O)cc1 is entered as -6%
For AmpC det inh, CCC(C)NC(=O)c1cnn2c(C)c3c(nc12)CCCC3 (stereo not given) is entered as -3%
For AmpC det inh, CC(=O)c1cccc(NC(=O)N2CCCC2C(=O)Nc2cccc(C)c2)c1 (stereo not given) is entered as 1%
For AmpC det inh, CC(=O)O[C@H]1CSC[C@H]1NC(=O)c1ccccc1 is entered as 1%

More records.
structure	AmpC det inh
CC(C)(C)NC(=O)c1ccc2c(c1)N(CC(=O)N1CCN(c3ccc(F)cc3)CC1)C(=O)C(C)(C)O2	-2%
CCCCc1nc2ccccc2c(C(=O)O)c1C	-4%
Cc1nc2ccc(S(=O)(=O)NCC(=O)N3CCN(c4ccccn4)CC3)cc2s1	-4%
Cc1oc(-c2cccc(Cl)c2)nc1CN1CCCC(C(=O)NCc2ccco2)C1 (stereo not given)	-8%
Cc1c(N(C)C)nc2ccccc2c1N	-2%
C[C@@]12CC[C@@H]3c4ccc(O)cc4CC[C@H]3[C@H]1C[C@@H](O)[C@H]2O	0%[12.8 µM]
COc1ccc(-c2nc(C#N)c(NCCc3ccccc3)o2)cc1OC	-7%
COc1cc(S(=O)(=O)N(Cc2ccco2)C2CCCC2)ccc1-n1cnnn1	11%
Cc1cccc(C2CC(c3ccccc3)Nc3nc(N)nn32)c1 (stereo not given)	9%
CCCCC[C@H](O)/C=C\[C@H]1[C@H](C/C=C\CCCC(=O)O)[C@@H](O)C[C@H]1O (tested in a mixture with another compound)	-2%[12.8 µM]

Filtered by structure: the entries above containing an NH in an aromatic ring (2)
structure	AmpC det inh
O=C(O)CCSc1ncnc2nc[nH]c12	-4%[5.75 µM]
CCOC(=O)c1cc(-c2cc3ccccc3o2)n[nH]1	2%

Going on with the list:
structure	AmpC det inh
O=C(COc1ccccc1Cl)Nc1ccc2c(c1)OCCO2	-2%
C=CCN(C(=O)CNS(=O)(=O)c1ccccc1)C(C(=O)NCCOC)c1ccncc1 (stereo not given)	3%
O=C(Nc1ccccc1)Nc1ccccc1C(=O)NCc1ccco1	-4%
CC(C)=CC(=O)Nc1ccc(Br)cc1	-3%
O=[n+]1c2c(n([O-])c3cc(Br)ccc31)CCC2	-6%
COc1ccc(CN2C(=O)NC3(CCCCCC3)C2=O)cc1F	-2%
Cc1nnc(NCc2ccco2)c2ccccc12	-2%
CCCOc1ccc(/C(O)=C2/C(=O)C(=O)N(CCN(C)C)C2c2ccc(O)c(OC)c2)cc1 (stereo not given)	13%
COC(=O)c1cn(-c2ccccc2)nc1-c1cccnc1	-3%
CSc1nc(=NC(C)=O)ss1	-4%
COc1cccc(-c2nnc(SCc3nc4ccccc4[nH]3)n2N)c1	-2%
CN1C=CC(=C2C(=O)c3ccccc3C2=O)C=C1	-3%
CCN(CC)S(=O)(=O)c1cccc(-c2nnc(SC(C)C(=O)NCCC3=CCCCC3)o2)c1 (stereo not given)	-2%
COc1cccc(-c2noc(C3CCCN(C(=O)Cc4ccccc4)C3)n2)c1 (stereo not given)	-2%
O=C(NCC1COc2ccccc2O1)c1ccc(NC(=O)C2CCCO2)cc1 (stereo not given)	-5%
COCCCNC(=O)CN(c1cccc(Cl)c1)S(C)(=O)=O	-5%
CC(C)c1nc(-c2c(N)n(C)c(=O)n(C)c2=O)sc1C(=O)C(C)(C)C	-2%
COc1ccc(C2(C(=O)NCC3CCCO3)CCOCC2)cc1 (stereo not given)	-1%
CC(=O)N1c2c(cc(Br)cc2S(=O)(=O)NCC2COc3ccccc3O2)CC1C (stereo not given)	-6%
CCCCCCC(=O)NCC(=O)OCC(=O)c1ccccc1	-3%
O=C(C1CCCN(S(=O)(=O)c2cccc3nonc23)C1)N1CCC(Cc2ccccc2)CC1 (stereo not given)	21%
COc1ccccc1NC(=O)c1ccccc1NS(=O)(=O)N1CCCC1	1%
CCCCn1c(SCc2cc(=O)[nH]c3ccccc23)nc2c1c(=O)n(C)c(=O)n2C	11%
CC12CN(C(=O)c3ccccc3)C3(C#N)CC1CCC23C (stereo not given)	-5%
CS(=O)(=O)Nc1cccc(-c2nccc(-n3ccnc3)n2)c1	-14%
CCc1nc(SCC(=O)NCc2ccco2)c2c(=O)n(C)c(=O)n(C)c2n1	11%
COc1ccc(OC)c(S(=O)(=O)NCc2cn3c(C)csc3n2)c1	10%
COc1ncc2nc(-c3ccc(Cl)cc3)c(=O)n(CCc3ccccc3)c2n1	0%
CCOC(=O)C1CCN(Cc2nc3ccccc3c(=O)n2-c2ccc(OCC)cc2)CC1	-2%
Cn1nc(-c2ccc(OCC(=O)Nc3cccnc3)cc2)c2ccccc2c1=O	-4%
Cc1ccc(C(=O)CSc2nnc(-c3ccco3)n2CC2CCCO2)cc1 (stereo not given)	18%
CCOC(=O)CCCNC(=O)CN1C(=O)NC2(CCCCCC2)C1=O	-6%
O=C(NCc1ccccn1)C1CCCN(S(=O)(=O)c2ccccc2)C1 (stereo not given)	-3%
CC1=C(C#N)C(c2ccc3ncccc3c2)C(C#N)=C(C)N1	-1%
COc1cc(C2C3CN(C)CC=C3C(C#N)=C(N)C2(C#N)C#N)ccc1OC(C)C (stereo not given)	12%
COc1ccc(C)cc1NC(=O)NCCC1=CCCCC1	0%
Cc1cc(C)nc(/N=C2\NC(=O)CC3C(=O)NCCN23)n1 (stereo not given)	8%
CCOC(=O)C1=C(N)n2c(s/c(=C\c3cccs3)c2=O)=C(C(=O)OCC)C1c1cccs1 (stereo not given)	2%
C1CCc2nnc(-c3nnc4n3CCCCC4)n2CC1	-1%
Fc1ccc(Nc2ncncc2-c2ccoc2)cc1	9%
CCC1C(=O)N=C(SCC(=O)Nc2cccc3ccccc23)NC1=O (stereo not given)	-4%
CC(=O)c1ccc(NC(=O)Cn2nc(C)cc2C)cc1	-2%
Cc1[nH]c2ccccc2c1-c1nc2ccccc2[nH]1	-3%
CCNc1ncc2nc(-c3cccs3)c(=O)n(Cc3cccs3)c2n1	0%
Nc1ncnc2c1ncn2CCNCCc1ccccc1	-2%
COC(=O)C1(C)C=C2C(=C(C)C(=O)C2C)CN1 (stereo not given)	2%
CCOc1nc(C)ccc1-c1noc(-c2ccco2)n1	-4%
Cn1c(N)c(C(=O)COC(=O)CCCc2c[nH]c3ccccc23)c(=O)n(C)c1=O	-2%
CN1CC2(Cc3c1ccc1ccccc31)C(=O)OC(C)(C)OC2=O	-3%
O=C(CSC1=NCCS1)N1CCCCCC1	-1%

(cont.)
structure	AmpC det inh
C=CCSc1nnc2c(n1)OC(c1cccnc1)N(C(C)=O)c1ccccc1-2 (stereo not given)	0%
CCOC(=O)CSC1=Nc2ccccc2C2=NC(CC(=O)NCc3ccc(OC)cc3)C(=O)N12 (stereo not given)	-2%
CCOC(=O)C(NC(=O)OC(C)C)(Nc1nccs1)C(F)(F)F (stereo not given)	0%
Cc1ccc(S(=O)(=O)N(C)CC(=O)N2CCOCC2)cc1	-2%
Clc1ccccc1-c1cncnc1NCCc1cnc[nH]1	11%
O=C(COC(=O)Cn1cnc2ccccc21)Nc1ccc2c(c1)OCCO2	1%
CCn1c(CNC(=O)c2ccc(OC)c(OC)c2)nnc1SCC(=O)c1ccc(OC)cc1	-4%
CCOC(=O)c1coc(CNC(=O)c2c(C)oc3c2CCCC3)c1	-2%
O=C(c1cc2c(s1)CCC2)N1C(=O)c2ccccc2S1(=O)=O	0%
O=C(c1ccco1)N1CCN(CC(O)COc2ccc3oc4ccccc4c3c2)CC1 (stereo not given)	11%
C[C@@]12CC[C@@H]3c4ccc(O)cc4CC[C@H]3[C@H]1CC[C@H]2O	-1%[12.8 µM]
CCOC(=O)C1CCCN(C(=O)c2cncc(Br)c2)C1 (stereo not given)	2%
O=S(=O)(c1ccccc1)N1CCC[C@@]2(CCN(c3cccc(-c4ccccc4)c3)C2)C1	-2%
CCCCCC1CCC(C(=O)O)CC1 (stereo not given)	1%
Cc1cc(N2CCCC(C(=O)Nc3ccc4c(c3)CCC4)C2)n2ncnc2n1 (stereo not given)	0%
CC1CCN(C(=O)CSc2nnc(-c3cccnc3)n2C2CCCCC2)CC1	-7%
COc1ccc(Oc2ncc3nc(-c4ccccc4)c(=O)n(Cc4cccs4)c3n2)cc1	-1%
CCOC(=O)c1ccccc1NC(=O)CSc1nc2ccccc2o1	-4%
COc1cc(OC)nc(NC(=O)CSc2nc3ccccc3[nH]2)n1	0%
Nc1ccc(N2CCCCCC2)cc1	9%

Among those listed so far, these have a CF3 group:
structure	AmpC det inh
COc1ccc(NC(=O)CSc2nc(C)cc(C(F)(F)F)n2)cc1	-1%
CCOC(=O)C(NC(=O)OC(C)C)(Nc1nccs1)C(F)(F)F (stereo not given)	0%

Additional structures.
structure	AmpC det inh
CCOC(=O)c1ccccc1NC(=O)Cn1cnc2c(cnn2-c2ccc(F)cc2)c1=O	10%
CN(C)CC#CCOCCOCCC#N	17%
NS(=O)(=O)c1ccc(N=Nc2c[nH]c(=O)c(O)c2)cc1	-4%[5.75 µM]
Cc1ccc(S(=O)(=O)NC2=NCCC2)cc1	-4%
CCc1c(C#N)c(SCc2c(C)noc2C)nc2c1C(=O)CC(C)(C)C2	-3%
COC(=O)N1CCC2(CC1)CCN(c1ncccn1)CC2	0%
Cc1ccc(-c2nnn(CC(=O)N(CC(=O)NC3CCCCC3)c3cnc4ccccc4c3)n2)o1	-6%
CC1(C)Cc2nc3sc4c(=O)n(CC(=O)NCc5ccco5)cnc4c3cc2CO1	-4%
COc1ccccc1NC(=O)CN1CCN(CC(=O)Nc2ccc3c(c2)OCCO3)CC1	-2%
CCN(c1cccc(C)c1)S(=O)(=O)c1ccc2[nH]c(=O)c(=O)[nH]c2c1	0%
CN1CCn2c1nc(N1CCOCC1)nc2=O	-1%
CCN1CCCC(OC(=O)Nc2ccccc2)C1 (stereo not given)	0%
CC(C)Sc1nc2c(c(=O)n(C)c(=O)n2C)n1C	0%
CCOC(=O)N1CCN(S(=O)(=O)c2cccc3cccnc23)CC1	0%
Cc1ccc2c(c1)c1ncn(CCC3=CCCCC3)c(=O)c1n2C	-6%
CC(C)C(c1nnnn1Cc1ccco1)N1CCN(c2nc3ccccc3s2)CC1 (stereo not given)	9%
NC(N)=NC(N)=Nc1ccccc1	-2%&-1%
COc1ccccc1N1C(=O)NC(=O)C2(Cc3cc(C)ccc3N(C)C2)C1=O (stereo not given)	1%
COc1ccc(NC(=O)Nc2ccc(C)cc2OC(F)F)cc1OC	-10%
Nc1cc(C(=O)c2cccs2)ccc1Cl	6%
CCCOC(=O)Nc1nc2ccccc2o1	-1%
CCOc1ccc(CCNC(=O)CN2CCN(Cc3ccc(F)cc3)C2=O)cc1OCC	-1%
CCOC(=O)c1c(NC(=O)c2ccc(S(=O)(=O)N3CCOCC3)cc2)sc2c1CCN(C)C2	-2%
C=CCNC(=O)c1cc(-c2ccc(Br)cc2)on1	2%
CCCn1c(-c2ccc(F)cc2)nc2c(NCCCCN(CC)CC)nc(C)nc21	17%
O=C(O)C(=Cc1ccnc2ccccc12)C(=O)O	-3%[5.75 µM]
CCOCC(=O)Nc1nnc(C)s1	-1%
COc1cc(C2C(C#N)=C(N)Oc3cc(O)ccc32)cc2c1OCO2 (stereo not given)	9%
CCCS(=O)(=O)N1CCCC(C(=O)NCc2cccnc2)C1 (stereo not given)	-1%
CC(C)c1cc(C(N)=O)c(NC(=O)C2CCC2)s1	-1%
C=CC1CC=CCC1 (stereo not given)	10%
